TWEAK-Fn14 inh: blocks TWEAK-Fn14 interaction in a reporter cell assay; 360,000 compounds, 2% hits; TWEAK-stimulated Fn14 reporter cells, luciferase luminescence, 8 h; inhibition, % at 10 µM; AID 1159606; in the data active = inhibition above about 50%
NR5A2 inv ag: inverse agonists of human LRH-1 (NR5A2); O00482; HEK293T StAR-luciferase reporter, LRH-1 transfected, 24 h; inhibition, % at 3.6 µM; 360,000 compounds, 0.13% hits; AID 602396;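 active = inhibition above the mean inhibition of all tested compounds plus 3 SD, cut at about 73% in these data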;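 note: 0% = DMSO wells and 100% = reporter-only cells lacking LRH-1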
Target sequence (O00482 whole entry, looked up): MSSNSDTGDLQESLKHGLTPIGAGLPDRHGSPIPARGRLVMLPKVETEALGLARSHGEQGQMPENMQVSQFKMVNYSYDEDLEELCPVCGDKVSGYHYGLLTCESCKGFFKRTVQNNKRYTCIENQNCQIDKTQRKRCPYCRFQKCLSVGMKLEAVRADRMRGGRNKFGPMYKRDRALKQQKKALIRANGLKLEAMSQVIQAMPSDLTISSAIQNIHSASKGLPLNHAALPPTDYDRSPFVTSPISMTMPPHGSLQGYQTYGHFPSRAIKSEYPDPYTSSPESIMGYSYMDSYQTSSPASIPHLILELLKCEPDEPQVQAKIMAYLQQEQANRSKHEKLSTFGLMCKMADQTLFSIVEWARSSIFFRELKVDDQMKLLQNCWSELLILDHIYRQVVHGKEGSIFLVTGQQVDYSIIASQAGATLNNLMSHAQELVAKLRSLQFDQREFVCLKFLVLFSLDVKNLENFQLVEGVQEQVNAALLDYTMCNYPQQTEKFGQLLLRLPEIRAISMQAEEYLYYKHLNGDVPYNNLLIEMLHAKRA
TROY NFkB inh: inhibitors of TROY-dependent NF-kB signaling; Q293 LMP1-TROYcd NF-kB luciferase reporter, 4 h; inhibition, % at 10 µM; 360,000 compounds, 0.98% hits;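 active = compounds whose plate-normalised and pattern-corrected inhibition of the luciferase reporter signal at the single screening dose is 50% or more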
COUP-TFII inh: blocks human COUP-TFII nuclear receptor; P24468; HEK293T NGFI-A luciferase reporter, luminescence; inhibition, % at 8.6 µM; 370,000 compounds, 0.7% hits; AID 686940;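 active = inhibition above a per-plate cutoff, mean inhibition of test wells between control levels plus 3 SD, cut at about 38% in these data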;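 note: cells cotransfected with COUP-TFII expression vector driving the NGFI-A reporter; 0% = median of COUP-TF2 test wells and 100% = reporter-only cells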
Target sequence (P24468 whole entry, looked up): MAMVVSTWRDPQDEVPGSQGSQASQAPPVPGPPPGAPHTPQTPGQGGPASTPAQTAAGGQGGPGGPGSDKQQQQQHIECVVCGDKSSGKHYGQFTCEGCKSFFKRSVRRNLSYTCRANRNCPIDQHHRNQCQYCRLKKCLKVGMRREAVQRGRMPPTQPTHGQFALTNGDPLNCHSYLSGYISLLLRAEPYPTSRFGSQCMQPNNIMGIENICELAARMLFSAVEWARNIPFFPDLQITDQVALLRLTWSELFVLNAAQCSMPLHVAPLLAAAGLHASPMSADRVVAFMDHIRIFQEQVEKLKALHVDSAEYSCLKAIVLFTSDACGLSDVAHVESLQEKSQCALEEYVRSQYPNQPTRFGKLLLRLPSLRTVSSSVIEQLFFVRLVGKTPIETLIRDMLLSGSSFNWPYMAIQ
CF NFkB inh: cystic fibrosis NF-kB activation inhibition. KKLEB NF-kB-GFP reporter, PAF-induced, GFP fluorescence overnight. inhibition, % at 5 µM. 360,000 compounds, 0.86% hits;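 active = at least 50% inhibition at 5 µM, scaled per plate between neutral and stimulator controls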;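 note: PAF is a Pseudomonas aeruginosa culture filtrate used as stimulus; plate controls were PAF-stimulated DMSO wells for no effect and unstimulated DMSO wells for full effect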
SRC2 inh: human SRC2 (NCOA2) inhibition; inhibition, % at 9 µM; Q15596; HEK293 GAL4-SRC2 luciferase reporter, luminescence; 370,000 compounds, 0.17% hits;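 active = inhibition above the mean inhibition of all tested compounds plus 3 SD, set per campaign, cut at about 52% in these data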;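 note: 0% = DMSO treated cells and 100% = cells given Gossypol at 36 µM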
LMP1 NFkB inh: reduces LMP1-driven NF-kappaB luciferase signal | inhibition, % at 12.5 µM | AID 504558 | LMP1-induced NF-kappaB luciferase reporter cells, luminescence | 350,000 compounds, 0.69% hits; in the data active = inhibition above about 41%;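 note: 0% = neutral control wells and 100% = reference inhibitor control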
KKLEB cytotox: reduces viability of KKLEB cystic fibrosis airway cells | KKLEB CF airway cells viability, ATPlite luminescence, overnight; active compounds read low; cells stimulated with P. aeruginosa culture filtrate | 360,000 compounds, 0.36% hits | activity change (cytotoxicity), % at 5 µM;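 active = corrected activity change at or below -50% at 5 µM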
C8 TRAIL sens: caspase-8 TRAIL sensitization; 360,000 compounds, 1% hits; inhibition (viability loss, TRAIL sensitization), % at 10 µM; NB7+C8 cells + TRAIL, ATPlite viability luminescence;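 active = compounds causing at least 50% loss of cell viability in the single-dose screen, relative to plate controls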
SRC1 inh: inhibits human SRC1 coactivator; inhibition, % at 3.6 µM; 360,000 compounds, 0.12% hits; HEK293 GAL4-SRC1 luciferase reporter, luminescence; AID 588354; Q15788;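 active = inhibition above the campaign mean plus 3 SD, with each screening campaign given its own cutoff, cut at about 60% in these data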;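 note: 0% = DMSO treated cells and 100% = gossypol at 36 µM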
NCOA3 inh: inhibits human SRC3 coactivator | inhibition, % at 3.6 µM | 360,000 compounds, 0.17% hits | HEK293 GAL4-SRC3 luciferase reporter, luminescence;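 active = inhibition above a per-campaign cutoff, the mean of all compounds plus 3 SD, cut at about 60% in these data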;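 note: 0% = DMSO-treated cells and 100% = gossypol-treated cells at 36 µM; higher means less SRC3-driven luciferase light from the GAL4 reporter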
Starred values were filed as active, the others as inactive; / = no result given.

cpd	SMILES	TWEAK-Fn14 inh	NR5A2 inv ag	TROY NFkB inh	COUP-TFII inh	CF NFkB inh	SRC2 inh	LMP1 NFkB inh	KKLEB cytotox	C8 TRAIL sens	SRC1 inh	NCOA3 inh
1	Cc1ccc(S(=O)(=O)NCC(=O)OC2CCOC2=O)cc1 (stereo not drawn)	-8	0	15	-4	-6	-2	5	-4	-9	7	9
2	CCCCn1c(=O)[nH]c(=O)c2c1nc(-c1ccc(OC)c(Br)c1)n2CC(C)C	0	0	18	-5	39	1	0	-18	8	-11	1
3	Cc1cc2nc(-c3cc(N4CCOCC4)ccc3[N+](=O)[O-])ccn2n1	8	-7	5	-8	10	27	3	-8	-6	6	14
4	COC(=O)c1cc2n(n1)CCN(Cc1ccc(OC)cc1)C2=O	3	-7	6	-8	9	-3	-14	2	-4	-7	9
5	Cc1ccc(CNC(=O)CC2Sc3ccccc3NC2=O)cc1 (stereo not drawn)	1	7	-5	-15	-8	-6	-6	2	-4	0	15
6	NC(=O)Cn1nnc(-c2ccc(CN3CCCCC3)cc2)n1	-13	-5	1	-3	16	10	-2	9	-3	2	15
7	C/C(Nc1ccccc1)=C(/C#N)C(N)=O	-7	3	-18	4	6	-6	-9	4	3	-8	-9
8	CCOC(=O)c1ccc(NC(=O)CCC(CC)C(=O)O)cc1 (stereo not drawn)	9	-16	-15	1	-5	0	2	6	2	2	-4
9	COc1ccc(-c2cn3cccc(C)c3n2)cc1F	-32	-120	-29	-52	-33	-74	-38	0	13	-135	-120
10	Cc1cccc(OCCCC(=O)NNC(=O)c2cccc(N(C)C)c2)c1	-1	-38	0	1	-18	3	-8	-5	-4	-21	-12
11	O=C(NCc1cccnc1)C12CC3CC(CC(C3)C1)C2	18	6	2	5	-14	11	1	-1	-17	15	-6
12	COc1ccc2c(c1)c(=O)oc1cc(OCC(=O)NC3CC3)ccc12	-38	-4	6	0	-33	-30	2	-1	12	5	1
13	CCc1ccccc1N(CC(=O)O)S(C)(=O)=O	-9	10	-5	-20	2	-25	-1	1	29	-12	3
14	COc1ccc(S(=O)(=O)N2CCN(c3ccc(F)cc3)CC2)cc1C(=O)N1CCCC1	-2	9	6	8	-5	-17	-5	12	3	-15	-3
15	CCOc1ccccc1/C=C(/NC(=O)c1ccccc1)C(=O)N1CCCCC1	-9	15	4	-12	16	5	4	-1	8	-4	-4
16	COc1ccc(OC)c(C2=NOC(C(=O)N3CCCc4ccccc43)C2)c1 (stereo not drawn)	55*	-2	39	9	1	-8	5	1	-6	-15	5
17	Oc1ccc2oc3c(c2c1C=NCc1ccncc1)CCCC3	18	0	22	0	-14	-6	-12	19	11	8	0
18	CCN1C(=O)[C@H]2[C@@H](c3ccc(C)cc3)N3C(=O)N(c4cccc(Br)c4)C(=O)[C@@]3(C)[C@H]2C1=O	0	-18	-17	-7	-15	-20	-9	-16	-1	-6	-3
19	COc1cc(C2c3c(-c4ccccc4)n[nH]c3C(=O)N2c2ccccc2)ccc1O (stereo not drawn)	17	1	11	15	0	-31	9	-7	3	2	11
20	O=C(O)CCc1ccc(-c2ccccc2)o1	1	1	-6	-13	-1	-20	-3	3	-2	-8	-4
21	COC(=O)Cc1ccc(N(Cc2ccccc2F)S(=O)(=O)c2ccc(Cl)cc2)cc1	10	7	-28	2	8	-34	3	0	8	-7	8
22	CCCCn1c(N)c(N(Cc2ccccc2OC)C(=O)COc2ccccc2OC)c(=O)[nH]c1=O	-8	-16	2	15	-15	-12	-4	2	-28	2	13
23	COc1ccc(-c2ccc(C(=O)Nc3ccc(NC(C)=O)cc3)c3occc23)c(C)c1	-11	-8	11	-7	-8	-4	/	-2	7	0	-18
24	CCOC(=O)CCCCCC(=O)Nc1ccc2c(c1)C(=O)N([C@@H](C)CO)C[C@H](C)[C@H](CN(C)S(=O)(=O)c1ccc(OC)cc1)OCCCC[C@H](C)O2	-6	10	12	-7	-13	-6	-7	8	-3	12	3
25	CC(C)Oc1ccc(F)cc1-c1cc(C(=O)NCc2cc(C(F)(F)F)cc(C(F)(F)F)c2)[nH]n1	51*	3	48	-11	28	1	/	6	13	-1	5

Given field by field: part of the list above.
22) CCCCn1c(N)c(N(Cc2ccccc2OC)C(=O)COc2ccccc2OC)c(=O)[nH]c1=O
  TWEAK-Fn14 inh: -8
  NR5A2 inv ag: -16
  TROY NFkB inh: 2
  COUP-TFII inh: 15
  CF NFkB inh: -15
  SRC2 inh: -12
  LMP1 NFkB inh: -4
  KKLEB cytotox: 2
  C8 TRAIL sens: -28
  SRC1 inh: 2
  NCOA3 inh: 13

12) COc1ccc2c(c1)c(=O)oc1cc(OCC(=O)NC3CC3)ccc12
  TWEAK-Fn14 inh: -38
  NR5A2 inv ag: -4
  TROY NFkB inh: 6
  COUP-TFII inh: 0
  CF NFkB inh: -33
  SRC2 inh: -30
  LMP1 NFkB inh: 2
  KKLEB cytotox: -1
  C8 TRAIL sens: 12
  SRC1 inh: 5
  NCOA3 inh: 1

1) Cc1ccc(S(=O)(=O)NCC(=O)OC2CCOC2=O)cc1 (stereo not drawn)
  TWEAK-Fn14 inh: -8
  NR5A2 inv ag: 0
  TROY NFkB inh: 15
  COUP-TFII inh: -4
  CF NFkB inh: -6
  SRC2 inh: -2
  LMP1 NFkB inh: 5
  KKLEB cytotox: -4
  C8 TRAIL sens: -9
  SRC1 inh: 7
  NCOA3 inh: 9

16) COc1ccc(OC)c(C2=NOC(C(=O)N3CCCc4ccccc43)C2)c1 (stereo not drawn)
  TWEAK-Fn14 inh: 55*
  NR5A2 inv ag: -2
  TROY NFkB inh: 39
  COUP-TFII inh: 9
  CF NFkB inh: 1
  SRC2 inh: -8
  LMP1 NFkB inh: 5
  KKLEB cytotox: 1
  C8 TRAIL sens: -6
  SRC1 inh: -15
  NCOA3 inh: 5

Further compounds follow.
cpd	SMILES	TWEAK-Fn14 inh	NR5A2 inv ag	TROY NFkB inh	COUP-TFII inh	CF NFkB inh	SRC2 inh	LMP1 NFkB inh	KKLEB cytotox	C8 TRAIL sens	SRC1 inh	NCOA3 inh
26	CC(=O)N1Cc2cc(C(=O)NCC(F)(F)F)nc(-c3cccc(-c4cc5ccccc5o4)c3)c2[C@H]1CCO	14	-10	-33	4	/	-12	/	/	16	/	/
27	Cc1ccccc1C(=O)/C=C1\NC(=O)CS1	-13	-6	-11	-13	15	-14	-12	3	-4	1	-6
28	O=C(CCCCCNc1nc(=S)[nH]c2ccccc12)NCCc1ccc(Cl)cc1	12	-24	42	-7	-17	6	-3	-4	8	-2	-6
29	Cc1nnc(Sc2c(N)n(C)c(=O)[nH]c2=O)s1	2	4	-3	11	0	4	7	3	-6	-12	13
30	O=C(c1sc2ccccc2c1Cl)N(Cc1ccccc1Cl)C1CCS(=O)(=O)C1 (stereo not drawn)	-13	-25	-4	14	-3	9	-2	-3	-11	-7	4
31	Cc1cc(C)c(C)c(S(=O)(=O)N2CCN(C(=O)CCC(=O)N3CCOCC3)CC2)c1C	-18	2	7	-9	2	-1	4	3	4	-45	5
32	Cc1cc(Cl)c(S(=O)(=O)NC(C)C)cc1OCC(N)=O	-13	6	12	11	4	12	-3	9	19	-9	2
33	Cc1ccccc1Cn1c(C(=O)OC(C)C)cc2c1ccn2C	12	-14	8	-2	-1	1	-1	1	-14	-18	-7
34	O=C(CN=C1NC(=O)C(c2ccccc2)(c2ccccc2)N1)NCc1ccc(F)cc1	16	7	13	-16	13	-1	5	-6	8	-17	10
35	CN(C)CCCNC(=O)c1cc(C(=O)C2CCCCC2)c[nH]1	11	-19	-12	-5	-7	13	-9	8	7	-7	3
36	CC1=C(C(=O)NCc2ccccc2)C(c2cc(Br)cc(Br)c2OC(C)C)NC(=O)N1 (stereo not drawn)	-12	-14	-47	-23	7	-10	0	-23	-13	-9	5
37	CCc1ccc(N2CC(O)(c3cccs3)[N+]3=C2SCCC3)cc1 (stereo not drawn)	2	1	27	8	-8	25	16	1	18	-13	-7
38	Cc1ccc(C)c(CSc2nnc(-c3cccs3)n2Cc2ccco2)c1	-2	7	3	4	3	13	3	-12	9	16	5
39	COc1ccc(C(C(=O)NC2CCCC2)N(Cc2ccccc2)C(=O)CNC(=O)c2ccco2)cc1 (stereo not drawn)	-4	21	-42	13	17	-9	1	-6	-4	7	22
40	Cc1ccc(S(=O)(=O)N2CCC(NC(=O)c3cccnc3)CC2)cc1Cl	2	-5	-3	-18	0	-16	-14	2	15	-32	2
41	O=C(NNc1c2ccccc2nc2ccccc12)c1cccc(O)c1	-19	-13	1	-4	-61	-5	20	-10	-3	22	26
42	CCCCc1c(-c2ccccc2OC)ncn1Cc1ccc(Cl)cc1	14	0	28	0	/	12	/	/	7	/	/
43	O=C(c1cnc2sccn2c1=O)N(Cc1ccccc1)c1ccccn1	14	5	2	17	-7	9	-1	-14	1	9	11
44	COc1ccc(OCC(=O)Nc2ccc(NC(=O)c3cccs3)cc2)cc1	26	-12	-17	4	2	-24	-4	-4	7	-23	2
45	COc1cc(Cl)c(C)cc1NC(=O)COC(=O)c1cc[n+]([O-])cc1	-6	24	4	-17	8	-18	-11	4	7	7	11
46	Cc1ccc(C2CN(c3ccccc3)CC2C(=O)c2ccc(F)cc2)cc1 (stereo not drawn)	10	15	-12	-4	18	5	-6	-13	1	8	9
47	O=C1c2ccccc2C(=O)N1c1ncn[nH]1	0	5	16	-16	13	19	-5	10	-19	7	0
48	COC(=O)c1ccc(S(=O)(=O)NCc2ccc(OC)cc2)n1C	-12	12	-3	-12	20	11	-1	-1	-13	-9	4
49	CC(=O)NC1CC2CCCC(C1)N2C(=O)Nc1c(C)cccc1C (stereo not drawn)	-11	23	4	-7	-14	-24	-1	-12	7	4	-30
50	CC(NC(=O)CN(C)CC(=O)Nc1ccc(F)c(F)c1F)c1ccccc1 (stereo not drawn)	8	9	9	9	-11	2	0	2	3	-2	-8
51	CCCCOc1ccc(-c2c(C#N)c(N)[nH]c(=S)c2C#N)cc1	-14	5	11	-6	-6	-23	/	12	-5	-4	18
52	Cc1cc(N)n(-c2ccc(Oc3ccccc3)c(S(=O)(=O)O)c2)n1	-11	-17	-33	8	-41	3	0	8	8	-15	2
53	CCc1nc2ccc(C(=O)Nc3cc(-c4ccccc4)ccc3OC)cn2c1N(C)Cc1ccc(Cl)cc1	-10	-19	11	7	-3	11	/	-9	16	0	2

High-throughput results deposited in PubChem by several laboratories.

No enrichment for hits. About 4.2% of those tested had a hit in this group.
